Screens deposited in PubChem BioAssay by several laboratories.
AI-2 QS mod – Vibrio harveyi AI-2 quorum sensing modulation | 300,000 compounds, 0.4% hits | activity change, % at 7.5 µM | AID 2094 | Vibrio harveyi JMH597 AI-2 luminescence/OD600 ratio, 9 h; active compounds read low; strain lacks LuxN and CqsS sensors; 0 = neutral-control median; in the data active means activity change below about -75%, passing the limit was not always enough; inconclusive means no clear call, values can overlap the other calls;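 further: luminescence divided by OD600 gain over 9 h not by final OD600 alone; inactives centre near 13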
Platelet DG rel – modulates dense granule release in human platelets. AID 1663. human platelet-rich plasma, SFLLRN dense granule ATP release, luminescence. inhibition, %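 (compounds screened at 7.5 µM in platelet-rich plasma)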. 300,000 compounds, 0.22% hits;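 active means mean replicate score, as percent of positive control, at or above 50; inconclusive means mean below 50 but at least one replicate at or above 50; inactive means mean and every replicate below 50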
HSP90 inh – inhibitors of HSP90 luciferase refolding in rabbit reticulocyte lysate | luciferase refolding luminescence, 3 h | inhibition, % at 5.6 µM | 290,000 compounds, 0.91% hits | AID 1789;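 active means inhibition above the screen-wide mean plus 3 SD, computed separately per campaign, cut at about 16% in these data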;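 further: 0% = DMSO wells and 100% = 60 µM geldanamycin wells; inhibitors lower the luminescence because luciferase stays unfolded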
KLF5 inhibitor – kruppel-like factor 5 inhibition; DLD-1 KLF5 promoter-luciferase reporter, luminescence; inhibition, % at 5 µM; 290,000 compounds, 0.23% hits; AID 1700;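 active means inhibition above a per-plate limit of that plate's mean compound inhibition plus 3 SD, cut at about 60% in these data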;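 further: 0% = DMSO wells and 100% = LY294002 at 200 µM; higher means less KLF5 promoter-driven luciferase light; inactives centre near -14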
aSyn 5UTR inh – 5' untranslated region of α-synuclein, MLPCN primary screen; alpha-synuclein 5'UTR reporter, inhibitor activity; AID 1813; inhibition, % (tested at 7.5 µM); 300,000 compounds, 0.82% hits; in the data active means inhibition above about 60%; inconclusive means no clear call, values can overlap the other calls;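 further: H4 neuroglioblastoma cells stably carrying SNCA 5'UTR luciferase fusion; 0% = DMSO wells and 100% = positive control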
IEC-6 cytotox – counter-screen for KLF5 inhibitors: cytotoxicity in IEC-6 cells; IEC-6 cytotoxicity, luminescence viability; inhibition, % at 5 µM; 290,000 compounds, 0.78% hits; in the data active means inhibition above about 22%;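 further: 0% = plate median of test compound wells and 100% = cytotoxic reference compound wells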
HSF1 inh – HSF1 inhibition; NIH3T3-HGL HSE-luciferase, MG132-induced, luminescence 8 h; active compounds read low; activity change, negative = inhibition, % at 7.5 µM (by protocol); 300,000 compounds, 0.77% hits; AID 2098;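 active means more than half of replicate wells show activity change below -50%, luminescence cut by over half; inconclusive means some wells, but at most half, below -50%; inactive means no replicate well below -50%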;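 further: luciferase reports HSF-1 transcriptional activity via heat shock element; 0% = median of DMSO wells and -100% = zero luminescence signal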
HIF activator – HIF pathway transcriptional activation | U2OS HRE-luciferase reporter, luminescence; normalized: DMSO 0%, desferrioxamine 100% | 300,000 compounds, 0.32% hits | activation, % at 7.5 µM (by protocol);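 active means mean activation of at least 10% of the iron chelator positive control signal, with at least half of replicates also reaching 10%; inconclusive means mean and replicate majority disagree about reaching 10%; inactive means mean and most replicates under 10%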
HDAC3 inhib – human HDAC3 inhibition | recombinant HDAC3, fluorogenic peptide/trypsin coupled, fluorescence | inhibition, % at 8.3 µM | 320,000 compounds, 0.15% hits; in the data active means inhibition above about 26%, passing the limit was not always enough; inconclusive means no clear call, values can overlap the other calls
Target sequence (O15379 whole entry, looked up): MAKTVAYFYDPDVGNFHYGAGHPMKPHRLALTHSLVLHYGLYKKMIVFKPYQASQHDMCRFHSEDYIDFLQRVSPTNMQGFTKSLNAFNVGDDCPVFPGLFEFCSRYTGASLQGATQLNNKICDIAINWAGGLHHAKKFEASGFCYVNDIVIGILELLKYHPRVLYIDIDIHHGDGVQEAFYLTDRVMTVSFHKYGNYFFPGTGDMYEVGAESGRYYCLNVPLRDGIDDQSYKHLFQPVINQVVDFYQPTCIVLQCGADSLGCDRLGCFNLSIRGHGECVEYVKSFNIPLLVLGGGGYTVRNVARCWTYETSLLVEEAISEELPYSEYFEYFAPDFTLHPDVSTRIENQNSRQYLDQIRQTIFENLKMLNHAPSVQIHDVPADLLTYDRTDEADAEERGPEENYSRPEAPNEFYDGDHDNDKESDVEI
HSF-1 act – increases HSF-1 driven luciferase reporter signal | NIH3T3-HGL HSF-1 luciferase reporter, MG132, 8 h; 100% = twice DMSO control signal | activation, % at 9 µM | 300,000 compounds, 1.7% hits;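 active means mean replicate activation of at least 50% with a set share of replicates each reaching 50%; inconclusive means only one of those two conditions met; inactive means mean below 50% and too few replicates reaching it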;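 further: 0% = median of the neutral control wells and 100% = twice that signal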
* = called active by the depositor; u = inconclusive; x = not tested or not shown. Not a hit list, and some 5% of all compounds hit somewhere here.

SMILES	AI-2 QS mod	Platelet DG rel	HSP90 inh	KLF5 inhibitor	aSyn 5UTR inh	IEC-6 cytotox	HSF1 inh	HIF activator	HDAC3 inhib	HSF-1 act
CCN1CCN(C2=C(NS(=O)(=O)c3ccc(C)cc3)C(=O)c3ccccc3C2=O)CC1	11.5	16.3	0.1	-36.5	10.2	10.1	-6.0	1.0	-3.9	-1.5
CC1(C)C2([N+](=O)[O-])CN3CC1([N+](=O)[O-])CN(C2)C3C(O)C(O)C(O)CO (stereo not drawn)	12.8	-6.6	-1.3	8.3	-7.4	-4.8	-2.7	-0.5	0.0	-0.6
O=C(Nc1cccc(OC(=O)c2ccco2)c1)c1ccco1	24.2	5.3	1.7	-24.3	-22.7	-9.1	14.0	1.1	2.2	14.8
COc1ccc(N(CC(=O)N2CCOCC2)S(C)(=O)=O)c(OC)c1	-0.8	-0.3	-2.4	-42.5	8.7	1.6	0.1	0.0	-1.2	-0.1
O=C(COC(=O)/C=C/c1cccc(C(F)(F)F)c1)Nc1cccc2ccccc12	33.0	-10.5	-2.0	-26.4	-9.0	-3.6	1.4	-0.1	1.4	20.4
CCOC(=O)C[C@H]1c2ccccc2S(=O)(=O)N1C1CC1	21.7	3.0	x	x	-18.3	x	4.5	0.0	-6.6	1.7
CCOC(=O)c1c(NC(=O)CN2CCCCC2)sc2c1CCN(C(=O)OCC)C2	4.7	5.6	-0.1	-40.5	14.5	-3.5	31.4	0.3	-1.2	44.8
COC(=O)c1cc(NC(=S)NCc2ccc(Cl)cc2)cc(C(=O)OC)c1	-39.6	-16.0	1.6	-18.5	-3.0	-2.8	11.2	-0.3	15.7	15.1
Cc1ccc(S(=O)(=O)N2CCOCC2)cc1NC(=O)COC(=O)c1cc(=O)c2ccccc2o1	16.4	-19.0	1.6	-8.6	-5.3	0.8	1.1	-0.3	-1.1	-9.2
Cc1ccc(NC(=S)N2CCC(c3nc4ccccc4s3)CC2)cc1	25.8	-5.7	0.6	2.7	-60.2	-2.9	-12.1	0.7	2.0	-12.3
COc1ccc(C(=O)CSc2nnc(-c3cnccn3)n2Cc2ccco2)cc1	4.1	-4.3	2.4	-20.9	0.7	-0.1	-5.4	-0.9	1.1	-5.2
CC(=O)c1cccc(NC(=O)N2CCCC2C(=O)Nc2ccc3c(c2)OCO3)c1 (stereo not drawn)	-5.4	-4.9	-7.3	25.5	-10.6	0.9	7.0	-0.2	-3.5	-2.4
O=C(O)CCCC(=O)Nc1ccccc1SCCS(=O)(=O)c1ccc(Cl)cc1	19.4	3.2	8.2	-35.5	-15.1	-3.8	-1.1	0.4	0.4	-2.5
O=C(NC1CCCc2c1cnn2-c1cc(F)cc(F)c1)c1ccc[n+]([O-])c1 (stereo not drawn)	20.4	0.6	-2.9	-10.5	2.9	-0.7	-2.3	-0.4	-1.8	-22.6
CCC1=C(OC(=O)N(CC)CC)N2C(=O)OC(=NCC(=O)OC)[C@]2(C)[C@H]2C1=CC[C@H]1C(=O)N(CC(=O)OC)C(=O)[C@H]12	2.0	15.7	x	x	9.0	x	0.2	0.0	-4.3	3.1
O=C1/C(=C/c2cccnc2)Oc2cc(OS(=O)(=O)c3ccccc3)ccc21	-1.2	-4.0	4.4	-32.1	-82.2	2.1	3.4	0.4	u	13.6
COc1ccc(Cn2c(C3CCCCC3)nc3c(c(=O)c4ccccc4n3C)c2=O)cc1	22.9	2.8	2.1	-4.3	32.4	4.6	-4.0	-0.5	-2.8	-14.6
COc1cc2nc(NCC3CCCO3)n3nc(-c4cccnc4)nc3c2cc1OC (stereo not drawn)	x	9.4	7.7	-12.7	3.4	1.5	-10.6	-0.4	2.8	-16.4
Cc1oc(-c2ccc(Cl)cc2)nc1CS(=O)CC(=O)NCCN1CCCC1 (stereo not drawn)	8.3	-4.2	-2.7	-16.9	-8.7	-1.7	-2.7	-0.3	-2.4	-3.1
O=C(c1cccs1)N1CCN(C(=O)N2CCOCC2)CC1	6.9	3.3	-0.4	9.0	9.9	-4.9	-5.2	-0.9	-0.5	9.6
O=C(NNC(=O)C12CC3CC(CC(C3)C1)C2)c1cccc([N+](=O)[O-])c1	8.9	-9.6	0.8	-16.4	-21.2	-3.1	-12.5	0.8	4.2	-27.5
Cc1ccc2[nH]c(=O)c(-c3nc4c(C)cccn4c3NCc3ccco3)cc2c1	12.3	7.7	0.1	18.8	5.0	2.5	-0.9	0.5	-1.8	-0.9
O=C(O)CCCCCN1C(=O)CSC1=S	1.2	-3.2	-0.3	44.9	-15.7	1.4	-25.7	-2.7	4.6	-31.8
CCOC(=O)c1cc2cc(F)ccc2nc1C	2.4	-6.0	-1.3	4.9	-3.3	-5.7	-4.5	-0.2	-4.6	-11.8
CCOc1ccc(N=Cc2c(O)cc(C)oc2=O)cc1	28.2	1.7	-1.3	-33.8	-17.5	1.5	-19.5	0.4	2.5	-33.2

Random excerpt: 2 compounds from above.
SMILES	AI-2 QS mod	Platelet DG rel	HSP90 inh	KLF5 inhibitor	aSyn 5UTR inh	IEC-6 cytotox	HSF1 inh	HIF activator	HDAC3 inhib	HSF-1 act
CCOC(=O)c1cc2cc(F)ccc2nc1C	2.4	-6.0	-1.3	4.9	-3.3	-5.7	-4.5	-0.2	-4.6	-11.8
COc1ccc(Cn2c(C3CCCCC3)nc3c(c(=O)c4ccccc4n3C)c2=O)cc1	22.9	2.8	2.1	-4.3	32.4	4.6	-4.0	-0.5	-2.8	-14.6

Continued.
SMILES	AI-2 QS mod	Platelet DG rel	HSP90 inh	KLF5 inhibitor	aSyn 5UTR inh	IEC-6 cytotox	HSF1 inh	HIF activator	HDAC3 inhib	HSF-1 act
COc1ccc(OC)c(NC(=O)CCN2CC(C)OC(C)C2)c1 (stereo not drawn)	17.7	-4.6	-1.4	-6.8	-0.9	0.2	1.0	-0.5	2.1	2.6
CCOC(=O)N1CC=C2C(C#N)=C(N)C(C#N)(C#N)[C@H](c3ccsc3)[C@H]2C1	29.6	12.0	2.8	-5.7	-2.2	4.9	-8.4	0.3	1.1	3.5
CC(=O)c1c(C)[nH]c(C(=O)Nc2ccc(F)c(F)c2F)c1C	2.2	-3.8	-4.2	-74.8	-25.2	0.0	0.4	0.3	2.0	5.0
Cc1cc(C(F)(F)F)c(C#N)c(SCC(=O)NC2CC2)n1	-0.8	10.2	0.6	2.7	-2.6	-2.4	-4.8	0.1	2.8	0.5
O=C(Cc1cccs1)N(c1ccc(Br)cc1)C1C=CS(=O)(=O)C1 (stereo not drawn)	-10.9	-0.7	-4.7	-38.6	10.4	-0.5	-7.6	-0.6	-3.6	4.3
COCCCn1c(C23CC4CC(CC(C4)C2)C3)n[nH]c1=S	17.2	-1.8	0.7	1.0	11.5	1.2	-3.2	-1.8	9.5	-3.7
O=c1[nH]c2cc([N+](=O)[O-])c(NCCO)c([N+](=O)[O-])c2[nH]1	11.7	13.6	-3.6	-17.1	-5.2	-1.6	-4.4	0.3	-1.3	-7.8
Clc1ccc(C[n+]2cc(-c3ccccc3)n3c2CCC3)cc1Cl	8.4	4.7	5.2	-31.7	0.9	-5.4	-5.0	-0.2	1.2	-25.0
O=C(c1ccccc1S(=O)(=O)NCC(O)COc1ccc([N+](=O)[O-])cc1)N1CCCCC1 (stereo not drawn)	32.1	-6.3	1.6	-22.9	19.3	-1.3	1.0	-0.7	-5.4	-4.0
COCCCNC(=O)c1cc(OC)c(OC)c(OC)c1	6.9	28.4	-0.7	-32.0	3.0	-0.9	-1.8	-0.2	2.7	1.6
C=CCOc1ccc(/C=C2\SC(N3CCCCC3)=NC2=O)cc1	12.4	0.0	-2.2	-42.9	-66.3	1.3	-0.2	-0.4	5.8	6.5
CCn1c(SCC(=O)N/N=C/c2ccc(C)o2)nnc1-c1ccc(C)cc1	0.2	-0.5	3.2	-10.5	17.2	0.4	27.1	0.3	2.8	39.4
COc1ccc(CCC(=O)NCCOc2ccccc2Cl)cc1	9.2	-8.0	x	x	-91.8	x	7.9	1.9	-0.9	33.2
CCOc1ccc(-c2nnc(SCC(=O)N3CCOCC3)o2)cc1	20.7	-0.9	-1.3	-32.5	-113.3	1.9	1.8	1.0	1.6	22.3
C/C=C/c1ccc(OCCOCCOc2cccc3cccnc23)c(OC)c1	21.1	-0.3	3.6	-5.7	-8.7	6.1	0.3	-0.1	5.6	6.7
CN1CCN(c2nc(-c3ccccc3)nc3c2oc2ccccc23)CC1	18.8	-0.1	x	x	-27.3	x	-4.8	-0.3	5.3	-16.0
Cc1ccccc1NC(=O)C(NS(=O)(=O)c1ccc2c(c1)c(=O)n(C)c(=O)n2C)c1ccccc1 (stereo not drawn)	21.9	-14.6	-0.4	-18.0	-8.7	-4.2	-2.9	-0.3	-0.2	7.9
COCc1c(C(=O)N2CCN(Cc3c(F)cccc3Cl)CC2)oc2ccccc12	1.0	14.6	-2.0	18.2	-8.5	6.5	1.3	-0.6	5.8	-8.1
Cc1nc2ccccn2c1CN(C)C(=O)C1CCC(=O)N(CCc2cccc(F)c2)C1 (stereo not drawn)	26.6	0.6	1.6	-51.0	3.9	1.0	-2.1	-0.4	-10.0	0.8
Cc1occc1-c1nnc(SCC(=O)NC2CC2)n1C	1.8	-5.8	-1.1	-26.3	3.1	0.2	-36.3	-0.3	-1.9	-48.0
CCC1CCCCN1CCCNC(=O)C1CCCN(c2ncnc3c2nc2n3CCCCC2)C1 (stereo not drawn)	1.9	-3.7	-1.7	-19.7	-18.3	4.0	1.5	-0.5	-1.7	-3.2
CCN(CC)C1=N/C(=C\c2ccco2)C(=O)N1c1ccccc1	9.4	2.3	-2.6	-5.9	-27.0	-3.9	-5.6	0.0	-0.6	-5.9
CCc1cc(CNC(=O)CC2C(=O)NCCN2Cc2ccc(-c3ccccc3)cc2)on1 (stereo not drawn)	2.3	7.9	-4.3	-34.5	-4.7	-0.7	0.0	-0.6	8.0	15.0
O=C(COCC(=O)N/N=C/c1ccc(F)cc1)N/N=C/c1ccc(F)cc1	1.4	25.8	-1.5	-8.0	5.6	-6.3	-3.6	-0.1	0.3	1.6
COc1cccc2cc(C(=O)OCc3ccccc3)c(=O)oc12	20.0	1.6	-1.3	-19.0	-14.4	-11.1	7.6	-3.2	-0.8	21.2
COc1ccc(OC)c(C=Nc2ccccc2-c2nc3ccccc3[nH]2)c1	29.1	25.7	-5.9	-62.5	-212.5	3.9	19.3	1.4	-2.1	29.3
Cc1ccc(C(CC(=O)O)NC(=O)CN2C(=O)c3ccccc3C2=O)cc1 (stereo not drawn)	15.7	-9.8	0.6	-14.8	15.3	-7.9	-7.0	-1.0	-7.6	-2.1
CCOC(=O)c1cnn(-c2ccccc2)c1-n1cccc1	-8.2	-4.9	2.7	-35.4	23.5	-1.8	-73.7*	1.8	4.6	-77.3
COc1ccc2[nH]c(C)c(CCNC(=S)Nc3cc(C)cc(C)c3)c2c1	1.8	1.7	2.5	-9.7	15.7	-5.4	1.0	0.1	3.4	-8.8
Cc1ccccc1N1CCN(C(=O)NCc2cccc(Cl)c2)CC1	22.3	2.4	-1.0	7.4	-3.6	-3.7	2.9	1.1	4.0	-7.7
